RBX1-CUL1 inh – inhibitors of human ROC1-CUL1 ubiquitin ligase activity; 140,000 compounds, 0.6% hits; P62877+Q13616; inhibition, % at 10 µM; AID 1347404; in vitro K48 di-Ub FRET, acceptor:donor ratio, 45 min; in the data active = inhibition above about 25%
Target sequence (P62877 whole entry, looked up): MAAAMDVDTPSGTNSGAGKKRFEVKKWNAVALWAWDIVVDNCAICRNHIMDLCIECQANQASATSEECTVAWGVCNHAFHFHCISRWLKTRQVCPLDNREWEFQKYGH
Target sequence (Q13616 whole entry, looked up): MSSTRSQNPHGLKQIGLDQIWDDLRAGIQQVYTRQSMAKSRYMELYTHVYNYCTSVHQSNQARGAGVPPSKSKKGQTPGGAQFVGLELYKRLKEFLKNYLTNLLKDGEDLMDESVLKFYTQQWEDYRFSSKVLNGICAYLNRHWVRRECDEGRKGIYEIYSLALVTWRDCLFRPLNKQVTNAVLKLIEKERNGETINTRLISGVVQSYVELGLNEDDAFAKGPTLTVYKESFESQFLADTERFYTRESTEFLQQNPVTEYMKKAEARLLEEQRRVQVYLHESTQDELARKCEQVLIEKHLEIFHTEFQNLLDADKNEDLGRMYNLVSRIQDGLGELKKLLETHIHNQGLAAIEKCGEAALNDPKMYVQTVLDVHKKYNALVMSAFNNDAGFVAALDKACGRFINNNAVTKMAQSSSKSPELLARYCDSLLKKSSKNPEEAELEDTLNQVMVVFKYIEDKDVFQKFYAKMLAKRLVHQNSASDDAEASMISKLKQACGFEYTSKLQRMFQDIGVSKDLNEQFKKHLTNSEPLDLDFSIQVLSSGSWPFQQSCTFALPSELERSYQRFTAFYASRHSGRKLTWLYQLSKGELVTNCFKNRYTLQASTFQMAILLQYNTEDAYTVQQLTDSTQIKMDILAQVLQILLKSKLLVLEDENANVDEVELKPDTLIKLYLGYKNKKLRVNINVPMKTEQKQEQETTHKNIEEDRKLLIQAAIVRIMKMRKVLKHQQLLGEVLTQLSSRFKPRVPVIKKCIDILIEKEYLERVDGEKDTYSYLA
The depositor's hits bear a star. Only part of the results is shown; count on the stated rates, not on these rows.

SMILES	RBX1-CUL1 inh
Cc1ccc(C)c(CN2C(=O)c3ccccc3S(=O)c3ccc(C(=O)N(C)Cc4ccccc4)cc32)c1 (configuration not stated)	-0.3
CC(C)NS(=O)(=O)c1ccc(OCC(=O)N2CCN(c3cccc(Cl)c3)CC2)cc1	-3.0
Cc1ccc(S(=O)(=O)c2nnn3c2nc(N2CCN(c4cccc(C)c4C)CC2)c2ccccc23)cc1C	-4.7
Cc1ccc(C)c(N2CCN(c3nc4c(S(=O)(=O)c5ccccc5)nnn4c4ccc(Cl)cc34)CC2)c1	-1.4
CCc1ccc(OCc2cccc(C(=O)Nn3c(C)nc4sc(C)c(C)c4c3=O)c2)cc1	0.8
Cc1cccc(C(C)C)c1NC(=O)c1ccc(F)cc1	-2.1
Cc1ccc(N2CCN(C(=O)c3cc4cc5ccc(C)cc5nc4s3)CC2C)cc1 (configuration not stated)	-4.1
O=C1C2CC=CCC2C(=O)N1c1cccc(OS(=O)(=O)c2ccc(Br)cc2)c1 (configuration not stated)	5.0
Cc1ccc(-c2nn(C)c(=O)c3ccccc23)cc1S(=O)(=O)NCCCN(C)C	1.8
Cc1cc(I)ccc1-n1[nH]c(C(F)(F)F)cc1=O	3.3
Cc1[nH]c2ccc(CNC3CCN(Cc4ccco4)CC3)cc2c1C	5.8
CC(=O)Nc1ccc(Nc2nc3ccc(Cl)cc3n3cnnc23)cc1	0.5

The final 2 entries of the part above are carried over, then new ones follow:
SMILES	RBX1-CUL1 inh
Cc1[nH]c2ccc(CNC3CCN(Cc4ccco4)CC3)cc2c1C	5.8
CC(=O)Nc1ccc(Nc2nc3ccc(Cl)cc3n3cnnc23)cc1	0.5
CCCCCCc1cc2cc(-c3cn4c(n3)sc3cc(OC)ccc34)c(=O)oc2cc1O	-1.5
O=C1c2cccc([N+](=O)[O-])c2C(=O)N1c1ccc(-c2cc(-c3ccccc3)nc(-c3ccc(N4C(=O)c5cccc([N+](=O)[O-])c5C4=O)cc3)n2)cc1	6.6
COc1ccc(OC)c(CCNC(=O)c2cc3cccc4c3n2CC(C)S4)c1 (configuration not stated)	-14.6
CCOC(=O)Cn1cc(/C=c2\sc3n(c2=O)C(c2ccc(SC)cc2)C(C(=O)OCC)=C(c2ccccc2)N=3)c2ccccc21 (configuration not stated)	-11.1
Cc1nonc1CNC1CCN(c2ccc(C(=O)NC(C)c3ccccc3)cc2)CC1 (configuration not stated)	-9.5
CCOC(=O)c1cnn(-c2cc(Oc3ccccc3F)ncn2)c1N	-6.2
COc1ccccc1C(=O)Nc1onc2c1CCCC2	8.1
Cc1ccc(-c2ccc(OC(=O)c3cccs3)c(C)c2)cc1	-5.2
CCSC1=NC(=N)C(C#N)C2(CCCC2)C1C#N (configuration not stated)	5.3
Cc1ccc(C)c(N2C(=O)CC(N3CCc4ccccc4C3)C2=O)c1 (configuration not stated)	9.3
COc1ccc2[nH]c3c(c2c1)CN(C(=O)Cn1nnnc1CN1CCCC1)CC3	5.2
COc1cc(OC)cc(C(=O)Nc2c(C)nn(Cc3ccc(Cl)c(Cl)c3)c2C)c1	3.7
CC(C)(C)NCc1ccc(C(=O)O)cc1	6.6
O=C(Oc1ccc(Br)cc1)c1n[nH]c(=O)c2ccccc12	7.2
O=C(Nc1ccc(Oc2ccccc2F)cc1)C1CCN(Cc2cccnc2)CC1	0.6
CC(=O)c1ccc(NC(=O)C(Cc2ccccc2)NS(=O)(=O)c2ccc3c(c2)CCC(=O)N3)cc1 (configuration not stated)	0.2
Cc1cccc(C)c1NC(=O)COc1nsnc1N1CCOCC1	0.7
CCOc1ccc(S(=O)(=O)Nc2cc(SCC(=O)O)c(O)c3ccccc23)cc1	43.5*
CC1=NN(c2ccc(C)cc2C)C(=O)C1=Nc1ccc(N(C)C)cc1	-4.3
COC(=O)CCC(=O)Nc1ccc(S(N)(=O)=O)cc1	7.3
O=C(NC1CC1)C1CCCN(C2CCN(C/C=C/c3ccccc3)CC2)C1 (configuration not stated)	3.6
CCOC(=O)Nc1sc2c(c1C(=O)N1CCCCC1)CCCC2	2.6
COc1cccc(-c2ccc(-c3noc(-c4ccccc4Br)n3)c(OC)n2)c1	4.9
O=C1CC2(CCCC2)CC(=O)N1CCCCN1C(=O)CC2(CCCC2)CC1=O	1.1
Cc1nc(NCC2(c3cccc(F)c3)CCOC2)nn1C(C)C (configuration not stated)	-1.5
CCC1(F)C(=O)Nc2ccccc2C1=O (configuration not stated)	7.9
Nc1ccccc1OCCOc1ccccc1	-3.5
Cc1nc2ccccc2n1Cc1cc(C(=O)NC(C)C)no1	-11.8
Cc1ccc(S(=O)(=O)c2cn(CC(=O)Nc3ccc(C)c(Cl)c3)c3ccc(C)cc3c2=O)cc1	-1.2
CCOC(=O)c1c(Oc2ccc(C(=O)OC)cc2)nnc(-c2ccccc2)c1-c1ccccc1	-10.1
COc1ccc(S(=O)(=O)N(CC(=O)NCCSC2CCCCC2)c2cc(C)cc(C)c2)cc1OC	-9.2
CCN(C(=O)C1CCC(CNS(=O)(=O)c2cccc3nsnc23)CC1)c1ccccc1 (configuration not stated)	-13.8
COc1ccc(C)cc1NC(=O)c1ccc2c(c1)CCN2S(=O)(=O)c1ccc(Cl)cc1	0.3
COc1cc(C#N)cc(OC)c1OC	0.7
Cc1ccc(Nc2nc(N=CNO)n[nH]2)cc1C	2.2
COCCNC(=O)c1cc2c(=O)n3cccc(C)c3nc2n(Cc2ccco2)c1=N	5.0
Cc1ccc(-c2nnc(SCc3ccc(C(C)(C)C)cc3)n2-c2cccc3ccccc23)cc1	0.8
COc1cc(NC(=O)CCCc2nnc3n(CC(C)C)c(=O)c4sccc4n23)cc(OC)c1	-3.6
COc1cccc(Cn2c(CNS(=O)(=O)c3ccc4c(c3)CCCC4)nc3cccnc32)c1	0.3
CC1CCN(C(=O)C(C)Sc2nc(-c3ccccc3)cc(C(F)(F)F)n2)CC1 (configuration not stated)	-1.0
CCCCNC(=O)C1CC(=O)N(c2ccc(C)cc2C)C1 (configuration not stated)	8.6
CC(=O)Oc1ccc2ccccc2c1/C=N/NC(=O)c1cccc([N+](=O)[O-])c1	-1.6
COc1cc(CN2CCc3nc(N4CCN(c5ccccc5F)CC4)ncc3C2)ccc1OC(C)C	4.5
CC(=O)Nc1ccc(S(=O)(=O)NCCc2cn3ccsc3n2)cc1	-3.3
Cc1sc2c(c1C)c(=O)n(Cc1ccccc1)c(=O)n2CC(=O)N(C)c1ccccc1	0.2
Cc1cccc(Cn2nc([N+](=O)[O-])cc2C(=O)O)c1	6.2
CC(C)(C)C1CCc2nc3sc(C(=O)Nc4ccccc4)c(N)c3cc2C1 (configuration not stated)	3.6
Cc1ccc(-c2cc(N)n(Cc3cccc(Cl)c3)n2)cc1	4.6
COc1ccc(CN2CCN(Cc3cc(=O)oc4cc(C)ccc34)CC2)c(OC)c1OC	1.1
CCOc1ccc(C(=O)N/N=C(/C)c2cccc(N)c2)cc1	-16.3
CCOC(=O)C1=C(C)OC(=N)C(C#N)C1c1cccnc1 (configuration not stated)	6.9
COCCN1CCCC2(CCN(Cc3ccc(SC)cc3)C2)C1=O (configuration not stated)	2.6
CSc1ccc(CNC(=O)C2CCN(c3nnc(-n4cccc4CNc4ccc(C)cc4)s3)CC2)cc1	-1.6
O=C(NCc1ccco1)c1ccc(CNS(=O)(=O)c2cccc(Cl)c2)cc1	1.3
CCC(=O)N1N=C2c3ccc(OC)cc3CCC2C1c1cccc([N+](=O)[O-])c1 (configuration not stated)	3.4
Cc1cc2nnc(Sc3ncnc4scc(-c5ccc(Cl)cc5)c34)n2c2ccccc12	-7.4
CC(C)Cn1c(CN2CCCC(C(=O)c3ccccc3)C2)cnc1S(C)(=O)=O (configuration not stated)	0.5
COc1cccc(CN2C(=O)C3(SCC(=O)N3c3cc(C)cc(C)c3)c3ccccc32)c1 (configuration not stated)	-1.6
CCCN1CCN(CCCNC(=O)Cn2nc(C)n3c(cc4c(OC)cccc43)c2=O)CC1	-14.7
CN(C(=O)c1cnccn1)C1CCCN(CCCc2ccccc2)C1 (configuration not stated)	-4.4

Additional structures follow:
SMILES	RBX1-CUL1 inh
CC1(C)CC(NC(=O)c2ccsc2)CC(C)(C)N1	-7.6
Cc1ccc([N+](=O)[O-])cc1S(=O)(=O)Oc1ccccn1	1.4
Cc1ccc(C2C(C(=O)c3ccc4c(c3)OCCO4)C(=O)C(=O)N2CCN2CCOCC2)cc1 (configuration not stated)	8.6
CCC1CCc2nc3sc(C(=O)Nc4cc(Cl)cc(Cl)c4)c(N)c3cc2C1 (configuration not stated)	-7.5
CCOc1ccc(NS(=O)(=O)c2cc3c(cc2Cl)NC(=O)CO3)cc1	8.3
Cc1ccc(CNc2ncnc3c2nc2n3CCCC2)cc1	-5.5
Cc1ccc(S(=O)(=O)Nc2ccccc2F)cc1	9.8
Fc1ccccc1-n1ncc2c1ncn1nc(-c3ccccc3Cl)nc21	0.2
CC(=O)c1ccc(NS(=O)(=O)c2ccc(Oc3ccccc3C)cc2)cc1	0.5
CC(=O)N1N=C(c2ccco2)CC1c1ccco1 (configuration not stated)	3.8
O=C(/C=C/c1ccccc1)Oc1ccc2c(c1)OCO2	0.9
Cc1ccc(S(=O)(=O)CNC(=S)c2ccc3ccccc3c2)cc1	2.9
CN(CC1CCCN(CCc2ccc(Cl)cc2)C1)C(=O)c1ccco1 (configuration not stated)	9.6
Cc1cc(=O)n2nc(N(C)CC(=O)NCc3ccccc3C)sc2n1	-1.4
CNC(=O)N1CCN(Cc2ccccc2)CC1	11.8
CCOC(=O)c1c(C)oc2cc(Sc3ccccc3)c(O)c(O)c12	-0.5
COc1ccc(C(=O)N2CCCCC2CCN2CCOCC2)cc1 (configuration not stated)	8.0
COc1ccc(C)cc1S(=O)(=O)Nc1ccc(C)cc1Br	-6.2
Cc1ccc(NC(=O)c2c(C)oc3ncn(CC(C)C)c(=O)c23)nc1	13.9
Cc1ccc(C(=O)c2cc(F)c(F)cc2Cl)cc1C	-5.1
Cc1ccccc1CNC(=O)c1ccc(NC(=O)c2nsc3ccccc23)cc1	6.9
O=C(NNC(=O)[C@@H]1CCCC[C@@H]1C(=O)O)c1ccccc1[N+](=O)[O-]	4.8
CCCn1c(=O)c2c(nc3n2C(C)C(C)=NN3CC)n(C)c1=O (configuration not stated)	1.2
Cc1cccc(CN2C(=O)N=C(Cc3cc(C)n(-c4cc(C)ccn4)c3C)C2=O)c1	-1.4

4 entries from above, field by field.
SMILES: CCOC(=O)c1c(C)oc2cc(Sc3ccccc3)c(O)c(O)c12
- RBX1-CUL1 inh = -0.5
SMILES: COc1ccc(C(=O)N2CCCCC2CCN2CCOCC2)cc1 (configuration not stated)
- RBX1-CUL1 inh = 8.0
SMILES: COc1ccc(C)cc1S(=O)(=O)Nc1ccc(C)cc1Br
- RBX1-CUL1 inh = -6.2
SMILES: Cc1ccc(NC(=O)c2c(C)oc3ncn(CC(C)C)c(=O)c23)nc1
- RBX1-CUL1 inh = 13.9

(cont.)
SMILES	RBX1-CUL1 inh
COCCCNC(=O)CSc1nc2c(sc3ccccc32)c(=O)n1CCCC(=O)NCCOC	4.6
COc1ccccc1C1NC(=S)N=C(C)C1C(N)=O (configuration not stated)	-4.1
CC1CCc2nn(CC(=O)Nc3cccc(C(F)(F)F)c3)c(=O)cc2C1 (configuration not stated)	-3.2
Cc1cccc(CCNC(=O)C2CCC(CNS(=O)(=O)c3ccccc3)CC2)c1 (configuration not stated)	-8.8
CC1(c2ccccc2)C(C#N)C(=O)NC(=S)C1C#N (configuration not stated)	9.3
Cc1cc(-c2nc3ncccc3o2)ccc1NC(=O)c1ccccc1Br	14.9
O=C(Cn1cncn1)N/N=C/c1cccc(Br)c1	-3.0
OCc1ccc(CN2CCC(CO)(Cc3ccc(Cl)cc3)CC2)o1	16.3
Cc1ccc(NCc2ccccc2O)cc1C#N	-3.9
CC(=O)Nc1ccc(N2CCCCC2)c(N)c1	1.9
COc1ccc(C)cc1NC(=O)N1CCCn2nc(C)cc21	5.5
Cc1ccccc1Cn1c(CN2CCN(c3cc(Cl)ccc3C)CC2)nc2c1c(=O)[nH]c(=O)n2C	1.9
COc1ccc(-c2csc3ncn(CC(=O)Nc4ccc(C)cc4C)c(=O)c23)cc1OC	8.2
CCCS(=O)(=O)c1c(S(=O)(=O)CCC)c2ccccn2c1C(=O)N/N=C/c1ccccc1O	6.8
COc1ccccc1NC(=O)CSc1nnc(-c2ccc(N)cc2)n1C	-2.4
Nc1nc2c(ncn2S(=O)(=O)c2ccc(F)cc2)c(=O)[nH]1	5.5
COCC(C)NC(=O)C1CC(c2c(F)cccc2Cl)=NO1 (configuration not stated)	-18.7
O=C(CCS(=O)(=O)c1cc2c(cc1Cl)NC(=O)CO2)NCc1ccccc1Cl	-5.1
CN1C(=O)Cc2cc(S(=O)(=O)NCCc3ccc(Cl)cc3)ccc21	2.1
COc1ccc(/C=C2/SC(=S)N(CC(=O)N=C3C(=O)N(c4ccccc4)N(C)C3C)C2=O)cc1 (configuration not stated)	13.3
Cc1cccc(OC(=O)C(C)c2cccc(C(=O)c3ccccc3)c2)c1C (configuration not stated)	-2.2
COc1cc(CN(C(=O)COc2ccc(C)c(C)c2)c2ccccn2)cc(OC)c1OC	-1.0
CN(CC(=O)O)S(=O)(=O)c1ccc(F)cc1	-3.6
Cc1cc(C)cc(NC(=O)CCc2c(C)nc3c4cccnc4nn3c2C)c1	-9.8

Looked up by structure from above (four):
SMILES	RBX1-CUL1 inh
COc1ccccc1NC(=O)CSc1nnc(-c2ccc(N)cc2)n1C	-2.4
Cc1cc(C)cc(NC(=O)CCc2c(C)nc3c4cccnc4nn3c2C)c1	-9.8
COc1ccc(-c2csc3ncn(CC(=O)Nc4ccc(C)cc4C)c(=O)c23)cc1OC	8.2
COc1cc(CN(C(=O)COc2ccc(C)c(C)c2)c2ccccn2)cc(OC)c1OC	-1.0

Additional entries
SMILES	RBX1-CUL1 inh
Cc1ccc(C(=O)NC(N=C2C(=O)N(c3ccccc3)N(C)C2C)(C(F)(F)F)C(F)(F)F)cc1 (configuration not stated)	1.8
O=C(Nc1cccc(Br)c1)C(Cc1ccco1)=NC(=O)c1cccs1	0.6
COc1ccc(OC)c(CCNC(=O)CS(=O)(=O)Cc2nc(-c3cccc(Cl)c3)oc2C)c1	-4.3
O=C(Cn1cc(S(=O)(=O)Cc2ccccc2F)c2ccccc21)NCc1ccccc1	0.7
CCN1CCC(NC(=O)c2ccc(Cl)cc2Cl)CC1	4.5
O=C(N/N=C/c1c[nH]c2ccccc12)C1CC1c1ccccc1 (configuration not stated)	14.7
